NPYLR7 ag = mosquito NPYLR7 agonism. AID 1259423. activation, % at 10 µM. actives 0.15% (n = 270,000). HEK293T NPYLR7/Galpha15, GCaMP6s calcium fluorescence; in the data active = activation above about 40%;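 note: 0% = vehicle and 100% = reference agonist at the receptor; some compounds past the cut are filed as inactive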
hcGAS inh = inhibitors of human cGAS; recombinant h-cGAS, ATP depletion, Kinase-Glo luminescence; inhibition, % at 12.5 µM; actives 0.081% (n = 290,000); Q8N884;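 note: 0% = vehicle reaction and 100% = reaction without DNA for no activity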
Target sequence (Q8N884 whole entry, looked up): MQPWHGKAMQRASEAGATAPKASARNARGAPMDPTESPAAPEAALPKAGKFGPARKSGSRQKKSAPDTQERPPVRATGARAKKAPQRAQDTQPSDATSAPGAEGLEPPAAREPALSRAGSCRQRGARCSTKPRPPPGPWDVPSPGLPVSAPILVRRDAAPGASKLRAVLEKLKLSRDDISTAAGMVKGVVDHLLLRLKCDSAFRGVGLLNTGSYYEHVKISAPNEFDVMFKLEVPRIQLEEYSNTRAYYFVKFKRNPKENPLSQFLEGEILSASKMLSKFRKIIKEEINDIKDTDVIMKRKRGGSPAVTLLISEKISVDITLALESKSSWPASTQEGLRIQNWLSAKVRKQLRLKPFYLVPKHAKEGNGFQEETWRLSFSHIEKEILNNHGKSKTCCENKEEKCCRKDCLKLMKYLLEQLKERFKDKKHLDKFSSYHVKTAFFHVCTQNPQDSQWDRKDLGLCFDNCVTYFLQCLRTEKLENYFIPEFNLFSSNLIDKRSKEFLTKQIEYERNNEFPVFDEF
mcGAS inh = mouse cGAS inhibition by luminescence. Q8C6L5. inhibition, % at 12.5 µM. actives 0.15% (n = 160,000). recombinant cGAS, Kinase-Glo ATP depletion luminescence;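 note: 0% = negative control wells and 100% = reference inhibitor with no enzyme activity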
* = called active by the depositor; / = not tested or not shown. Cut-off read from the data, not from the text of the source, unless noted: active = inhibition above about 40%; inactive = the rest.

[1] COC(=O)c1cccnc1Nc1ccc(OC)c(S(=O)(=O)N2CCCCC2)c1
[2] COc1c2c(nc3occc13)C(CC=C(C)C)(OC)C(=O)C=C2 (centres undefined)
[3] O=C(CCCn1nnnc1CN1CCOCC1)N1CCC(c2ccccc2Cl)C1 (centres undefined)
[4] NC(=O)c1cc2ccc(O)cc2oc1=Nc1cccc(C(F)(F)F)c1
[5] COC(=O)C(C)Sc1nc2c(c(=O)[nH]c(=O)n2C)n1CCC(C)C (centres undefined)
[6] CCc1nc2ccc(C(=O)Nc3cccc(OCC(=O)N(C)C)c3)cn2c1N(CCC(C)C)CCN(C)C
[7] CCOc1cc(C(=O)NCc2nnnn2-c2ccc(C)c(C)c2)cc(OCC)c1OCC
[8] CSCC(=O)N(Cc1ccccn1)Cc1ccccc1C

compound no. | 1 | 2 | 3 | 4 | 5 | 6 | 7 | 8
NPYLR7 ag | 5 | 0 | 10 | -3 | / | -2 | -1 | 0
hcGAS inh | -5 | 3 | -10 | -2 | -2 | -2 | -6 | -19
mcGAS inh | -8 | -4 | / | -5 | -5 | -2 | -7 | /

[9] COc1ccc(NC(=O)N2Cc3ccccc3C2)cc1Br
[10] COc1cccc(OC)c1-c1n[nH]c2ccc(C)cc12
[11] O=C1CC(C(=O)N2C[C@H]3CC=CC[C@H]3C2)CN1Cc1ccccn1 (some centres undefined)
[12] O=C(NC1CCCC1)c1ccc(OC2CCN(C(=O)C3CC34CCC4)CC2)c(Cl)c1 (centres undefined)
[13] CCn1nc(C(=O)NCc2ccc(OC)cc2)c2c1CCN(C(=O)Cc1ccc(F)cc1)C2
[14] Cc1c(C)c(C)c(S(=O)(=O)N2CCC(c3nc(-c4ccc(C(F)(F)F)cc4)no3)CC2)c(C)c1C
[15] CCCCN(C(=O)C1(C)Cc2ccccc2C(=O)O1)c1ccccc1 (centres undefined)
[16] CCOCCC(=O)Nc1nc2ccc(Br)cc2[nH]1

compound no. | 9 | 10 | 11 | 12 | 13 | 14 | 15 | 16
NPYLR7 ag | 6 | 14 | -2 | 3 | 19 | 27 | 4 | 3
hcGAS inh | -16 | -5 | -4 | -5 | -18 | -5 | -4 | -5
mcGAS inh | / | / | -1 | / | -5 | -2 | / | /

[17] CCc1nc2oc3ccccc3c(=O)c2c(=O)n1Cc1ccccc1
[18] Cc1cc(=O)[nH]c(NNC(=S)NC2CCCCC2)n1
[19] O=C(N[C@@H]1CCCCC1NC(=O)C1CCN(C(=O)COCc2ccccc2)CC1)c1ccccc1 (some centres undefined)
[20] CC1CN(c2ccccc2)c2nc3c(c(=O)n(CCCO)c(=O)n3C)n2C1 (centres undefined)
[21] COc1cccc(C(=O)N2CCN(c3ccc(F)c(Cl)c3)C(=O)C2C)c1 (centres undefined)
[22] CC(C)CNC(=O)CN1CCN(Cn2nc(Nc3ccccc3Cl)sc2=S)CC1
[23] C=CCN(C(=O)CSc1nnnn1-c1cccc(F)c1)c1ccccc1
[24] CC(C)N1CCC(CN2CCN3CCN(C)CC3C2)CC1 (centres undefined)

compound no. | 17 | 18 | 19 | 20 | 21 | 22 | 23 | 24
NPYLR7 ag | 2 | 3 | / | 2 | -1 | 11 | 7 | 11
hcGAS inh | -6 | -2 | -3 | -7 | -8 | -5 | -14 | -7
mcGAS inh | / | / | -7 | / | -6 | / | -10 | /

[25] Cc1c(C(=O)N2CCC3(CC2)OCCO3)cc(-c2ccccc2)n1-c1ccc2c(c1)OCO2
[26] Cc1ccc2[nH]c(=O)c(CN3CCN(CC(=O)N4CCCC4)CC3)cc2c1
[27] O=C(Nc1cccnc1)Nc1c[nH]c2ccccc12
[28] CC(C)CCNC(=O)CSc1nc2c(-c3ccccc3)c[nH]c2c(=O)n1C1CC1
[29] COC(=O)c1ccc(N=C2SC(C(=O)NCCc3ccccc3)CC(=O)N2C)cc1 (centres undefined)
[30] OC(COCc1ccco1)CN(Cc1ccsc1)Cc1ccco1 (centres undefined)
[31] COc1ccccc1C1CN(Cc2nc3ccccc3nc2C)Cc2ccccc2O1 (centres undefined)
[32] Cc1nnc(SCC(=O)NCc2ccc(F)cc2)c2c1cnn2-c1ccc(F)cc1

compound no. | 25 | 26 | 27 | 28 | 29 | 30 | 31 | 32
NPYLR7 ag | / | 7 | 11 | -5 | 3 | -4 | 4 | -9
hcGAS inh | -6 | -5 | -7 | 0 | -2 | -2 | -4 | -4
mcGAS inh | -4 | -9 | -9 | 1 | -5 | -2 | -10 | -10

Some of the entries above, set out differently.
| cpd | mol | NPYLR7 ag | hcGAS inh | mcGAS inh |
| --- | --- | --- | --- | --- |
| 22 | CC(C)CNC(=O)CN1CCN(Cn2nc(Nc3ccccc3Cl)sc2=S)CC1 | 11 | -5 | / |
| 23 | C=CCN(C(=O)CSc1nnnn1-c1cccc(F)c1)c1ccccc1 | 7 | -14 | -10 |
| 24 | CC(C)N1CCC(CN2CCN3CCN(C)CC3C2)CC1 (centres undefined) | 11 | -7 | / |
| 25 | Cc1c(C(=O)N2CCC3(CC2)OCCO3)cc(-c2ccccc2)n1-c1ccc2c(c1)OCO2 | / | -6 | -4 |
| 26 | Cc1ccc2[nH]c(=O)c(CN3CCN(CC(=O)N4CCCC4)CC3)cc2c1 | 7 | -5 | -9 |
| 27 | O=C(Nc1cccnc1)Nc1c[nH]c2ccccc12 | 11 | -7 | -9 |
| 28 | CC(C)CCNC(=O)CSc1nc2c(-c3ccccc3)c[nH]c2c(=O)n1C1CC1 | -5 | 0 | 1 |
| 29 | COC(=O)c1ccc(N=C2SC(C(=O)NCCc3ccccc3)CC(=O)N2C)cc1 (centres undefined) | 3 | -2 | -5 |
| 30 | OC(COCc1ccco1)CN(Cc1ccsc1)Cc1ccco1 (centres undefined) | -4 | -2 | -2 |
| 31 | COc1ccccc1C1CN(Cc2nc3ccccc3nc2C)Cc2ccccc2O1 (centres undefined) | 4 | -4 | -10 |
| 32 | Cc1nnc(SCC(=O)NCc2ccc(F)cc2)c2c1cnn2-c1ccc(F)cc1 | -9 | -4 | -10 |

The list continues:
[33] COCCn1c(=O)c2c(nc3n2CC(C)CN3C2CCCCC2)n(C)c1=O (centres undefined)
[34] N#CCc1nc(-c2cccc(Cl)c2)n[nH]1
[35] C#CCN1C(=O)[C@]2(C)[C@H](c3ccccc31)[C@@H](C(N)=O)CN2C(=O)NCc1ccccc1
[36] CO[C@H]1CN(C(=O)C2CCN(C(=O)c3ccccn3)CC2)CC[C@H]1N
[37] COc1ccc(C(=O)NC(C(=O)N2CCCC2)C2CCN(C(=O)c3cccc(OC)c3)CC2)cc1 (centres undefined)
[38] CN(Cc1ccc(-c2nn[nH]n2)cc1)C(=O)c1ccn(C)c(=O)c1
[39] CN(C)C(=O)COc1ccccc1C(=O)Nc1ccc(Cl)c2ncccc12
[40] Cc1ccc(C)c(C(C)NC(=O)COc2cccc(NC(=O)C3CC3)c2)c1 (centres undefined)

compound no. | 33 | 34 | 35 | 36 | 37 | 38 | 39 | 40
NPYLR7 ag | / | 1 | 1 | 0 | 9 | 0 | -7 | -4
hcGAS inh | -4 | -4 | 4 | -6 | -7 | -2 | -4 | -7
mcGAS inh | -2 | -7 | 1 | -14 | -4 | / | / | /

[41] CCN1CCN(C(=O)CCN(CC(C)C)c2nc(-c3ccccc3)nc3ccccc23)CC1
[42] CCCCN(CC(=O)N(Cc1ccccc1)Cc1cccn1Cc1ccc(F)cc1)C(=O)c1cccs1
[43] CN(C)c1ccc(C2Nc3ccccc3N=C3CC(c4ccccc4)CC(=O)C32)cc1 (centres undefined)
[44] O=S(=O)(Cc1ccc(F)c(Cl)c1)N1CCN(Cc2nccn2C(F)F)CC1
[45] O=C(NCC1CCN(c2nc(Cc3ccccc3)ns2)CC1)C(Cl)c1ccccc1 (centres undefined)
[46] O=C(NCCc1cccc(Cl)c1)c1cccnc1Nc1cccc(C(F)(F)F)c1
[47] COc1cc(C=Nc2ccc(C)cc2O)ccc1OC(C)=O
[48] COc1ccc(NC(=O)CN2CCN(c3cc(N(C)C)c(C#N)c(N(C)C)n3)CC2)cc1

compound no. | 41 | 42 | 43 | 44 | 45 | 46 | 47 | 48
NPYLR7 ag | 3 | -4 | 0 | 3 | -5 | -11 | -10 | 2
hcGAS inh | -2 | -4 | -4 | -7 | 6 | -4 | -1 | 10
mcGAS inh | -4 | -5 | -4 | / | 2 | -5 | -5 | 1

Continued; the last two above are carried over.
[47] COc1cc(C=Nc2ccc(C)cc2O)ccc1OC(C)=O
[48] COc1ccc(NC(=O)CN2CCN(c3cc(N(C)C)c(C#N)c(N(C)C)n3)CC2)cc1
[49] O=C(O)c1cnc(-c2cccc3c2CCNC3)c(Cl)c1
[50] N#Cc1cccc(NC(=O)CSCc2ccc(Cl)cc2)c1
[51] COc1ccc(C(CC(=O)NC2CCCCC2)c2c[nH]c3ccccc23)cc1OC (centres undefined)
[52] Cc1ccc(Sc2ccc(NC(=O)C3CCN(C(N)=O)CC3)cc2)c(C)c1
[53] CCCC(C)(C)C(=O)N1CCC1(C)C(=O)NS(=O)(=O)c1ccc(OC)c(OC)c1 (centres undefined)
[54] CC(NCC1(c2ccc(F)cc2)CCOCC1)c1nc(C(C)(C)C)no1 (centres undefined)
[55] COc1ccc(Br)c(C(=O)Nc2ccc3c(c2)C(=O)N2CCCCC2CCO3)c1 (centres undefined)
[56] Cn1cc(-c2nn(-c3ccccc3)cc2C=NNC(N)=S)c2ccccc21

compound no. | 47 | 48 | 49 | 50 | 51 | 52 | 53 | 54 | 55 | 56
NPYLR7 ag | -10 | 2 | / | -7 | -2 | 11 | -4 | -6 | -7 | 9
hcGAS inh | -1 | 10 | -1 | -9 | -4 | -7 | -7 | -7 | -6 | -7
mcGAS inh | -5 | 1 | -9 | / | -6 | / | / | -16 | / | /

[57] COCCCN(Cc1c(-c2ccccc2)noc1N1CCc2ccccc2C1)C(=O)c1cccc(OC)c1
[58] CC1=C(SCc2ccccc2)C(=O)c2ccccc2C1=O
[59] COc1ccccc1CC(NC(=O)N1CCCC(CO)C1)C(C)C (centres undefined)
[60] CC(=O)c1ccc2c(c1)N(CCCC(=O)NCCN1CCCCC1)C(=O)CO2
[61] COCCN(CC1CCCN(C2Cc3ccccc3C2)C1)C(=O)Cc1c[nH]c2ccccc12 (centres undefined)
[62] CO/N=C1\C(=O)Nc2ccc(-c3ccccc3)cc21
[63] O=C(Nc1cccc(O)c1)c1nn2c(C(F)(F)F)cc(-c3ccccc3)nc2c1Cl
[64] CCc1ccc(S(=O)(=O)Nc2ccccn2)cc1

compound no. | 57 | 58 | 59 | 60 | 61 | 62 | 63 | 64
NPYLR7 ag | 9 | 7 | -2 | 13 | / | 1 | 14 | -6
hcGAS inh | -2 | 0 | 5 | 3 | -8 | 1 | 9 | -2
mcGAS inh | -4 | / | / | / | -11 | / | -2 | /

[65] Nc1nonc1-c1noc(COc2ccccc2Cl)n1
[66] Nc1cc(-c2cccc(Cl)c2)nn1-c1ccc(C(=O)NCCOc2ccccc2Cl)cc1
[67] COc1ccc(S(=O)(=O)Nc2cc(C(=O)O)c(F)cc2F)cc1Br
[68] COc1cc2c(cc1-c1nccn1-c1ccc3nc(CO)[nH]c3c1)CCC2
[69] O=C(NCCn1ncccc1=O)C1CCCC1
[70] Clc1ccc2nc(Nc3ccc4c(c3)OCO4)c3nncn3c2c1
[71] COC(=O)NCCc1nc(COc2ccc(Cl)cc2Cl)no1
[72] O=C(/C=C/c1cc2ccccc2o1)NC1CCOc2c(Cl)cccc21 (centres undefined)

compound no. | 65 | 66 | 67 | 68 | 69 | 70 | 71 | 72
NPYLR7 ag | -2 | -1 | 13 | -1 | -1 | 5 | 0 | 10
hcGAS inh | -8 | -7 | -8 | -4 | -11 | -6 | -10 | -5
mcGAS inh | / | -3 | -10 | / | / | -4 | / | /

[73] CCOc1ccc(-n2nnc(C(=O)OCc3cc(C)ccc3C)c2C)cc1
[74] COc1cc(C(=O)N2CCc3ccccc32)cc(Br)c1O
[75] O=C(NN=C1CCCCC1)c1ccccc1OCc1ccc(F)cc1
[76] CS(=O)(=O)c1ccc(CC(=O)N(Cc2ccccn2)c2nc3ccc(F)cc3s2)cc1
[77] COc1cn(CC(=O)Nc2cc(C)on2)c(CN2CCCC2)cc1=O
[78] FC(F)Oc1ccc(CNCc2cc(Cl)c3c(c2)OCO3)cc1
[79] CCC(=O)Nc1ccc(S(=O)(=O)NCCn2nc(-c3cccs3)ccc2=O)cc1
[80] COc1cccc(NC(=O)CCC2CCN(C(=O)CN3CCOC3=O)CC2)c1

compound no. | 73 | 74 | 75 | 76 | 77 | 78 | 79 | 80
NPYLR7 ag | 6 | -3 | 3 | 0 | -2 | 7 | 1 | 6
hcGAS inh | -6 | -3 | 0 | -8 | -5 | -2 | -3 | 5
mcGAS inh | -9 | 1 | / | / | -8 | -2 | -7 | /

[81] OCC1(Cc2cccc(Cl)c2)CCCN(Cc2ccc3cc(F)ccc3n2)C1 (centres undefined)
[82] O=C(COc1ccc(Br)cc1)NNC(=O)C1COc2ccccc2O1 (centres undefined)
[83] CCOC(=O)C1CCN(Cn2ccc(-c3ccc(C#N)cc3)n2)CC1
[84] COc1ccc(S(=O)(=O)NCC2CCCN(C/C(C)=C/c3ccccc3)C2)cc1 (centres undefined)
[85] Cc1cccc(C(C(=O)NCc2ccc3nonc3c2)N(C)C)c1 (centres undefined)
[86] CC1=CCC2CC1C(C)OC2(C)C (centres undefined)
[87] CCOC(=O)CCC(=O)Nc1c(C)nc2scc(C)n2c1=O
[88] C/C(=C(\CCOP(=O)(O)O)SC(=O)c1ccccc1)N(C=O)Cc1cnc(C)nc1N

compound no. | 81 | 82 | 83 | 84 | 85 | 86 | 87 | 88
NPYLR7 ag | -5 | -3 | -7 | 8 | 2 | 13 | 23 | -6
hcGAS inh | -7 | -8 | -9 | -4 | -6 | -10 | -6 | -5
mcGAS inh | / | / | -15 | -6 | / | / | -6 | -6

Screening results deposited in PubChem by Fisher Drug Discovery Resource Center.
